USP1-UAF1 inh: Inhibitors of USP1/UAF1: Primary Screen. 390,000 tested, 0.23% active. recombinant USP1/UAF1, Ub-Rhodamine cleavage fluorescence. Potency, µM (series often up to 57.1 µM), for the others: at the highest dose activity change, negative = inhibition, most hits filed as inhibitors; note: % is set by controls: 0 for no effect and ±100 for the full control effect; nearly all actives have a fitted effect of over 60% in size; inactives centre near -12
Target sequence (O94782 whole entry, looked up): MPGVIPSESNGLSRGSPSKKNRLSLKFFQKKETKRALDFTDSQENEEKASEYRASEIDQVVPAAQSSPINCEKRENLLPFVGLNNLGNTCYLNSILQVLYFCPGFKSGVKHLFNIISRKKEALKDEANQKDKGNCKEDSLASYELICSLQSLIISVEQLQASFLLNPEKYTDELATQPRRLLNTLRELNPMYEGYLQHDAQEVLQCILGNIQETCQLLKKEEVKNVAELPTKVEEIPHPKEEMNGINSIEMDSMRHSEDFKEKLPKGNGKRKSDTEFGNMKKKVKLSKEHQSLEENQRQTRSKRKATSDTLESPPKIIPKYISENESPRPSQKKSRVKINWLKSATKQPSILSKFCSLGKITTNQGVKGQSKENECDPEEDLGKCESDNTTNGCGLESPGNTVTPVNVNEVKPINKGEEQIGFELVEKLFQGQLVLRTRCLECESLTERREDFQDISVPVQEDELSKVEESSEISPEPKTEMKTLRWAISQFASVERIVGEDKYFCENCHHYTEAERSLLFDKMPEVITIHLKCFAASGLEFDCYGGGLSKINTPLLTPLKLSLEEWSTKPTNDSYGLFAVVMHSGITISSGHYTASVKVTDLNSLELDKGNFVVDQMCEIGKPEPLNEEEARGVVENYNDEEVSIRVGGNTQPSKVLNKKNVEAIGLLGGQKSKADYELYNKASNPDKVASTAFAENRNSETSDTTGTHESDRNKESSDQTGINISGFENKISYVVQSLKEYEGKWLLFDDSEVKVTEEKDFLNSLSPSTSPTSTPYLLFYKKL
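USP1/UAF1 complex (1 nM) preincubated 15 min at room temperature with compound, then Ub-Rho substrate (150 nM final) added. Kinetic fluorescence at 480/540 nm over 6 reads at 60 s intervals; 50 mM HEPES pH 7.8, 0.5 mM EDTA, 0.1 mg/ml BSA, 1 mM TCEP, 0.01% Tween-20.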
IDH1 R132H inh: qHTS for Inhibitors of mutant isocitrate dehydrogenase 1 (IDH1): qHTS; IDH1-R132H enzyme, NADPH consumption, diaphorase/resazurin fluorescence; Potency, µM (titrated, usually from 76.6 µM), for the others: top-dose activity change, negative = inhibition, usual class: inhibitors; 390,000 tested, 0.093% active; AID 602179, 2012; note: % is set by controls: 0 for no effect and ±100 for the full control effect; nearly all actives have a fitted effect of over 65% in size
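IDH1-R132H (0.5 ug/mL dispensed) in pH 7.5 Tris buffer was preincubated 30 min with compound, then given a substrate mix of 0.016 mM NADPH and 2 mM alpha-KG for 80 min at room temperature; remaining NADPH was read by diaphorase/resazurin fluorescence.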
rTrxR1 inhibitor: qHTS Assay for Inhibitors of Mammalian Selenoprotein Thioredoxin Reductase 1 (TrxR1): qHTS. Thioredoxin reductase 1, cytoplasmic (Rattus norvegicus), O89049. recombinant rTrxR1, NADPH fluorescence consumption, selenite substrate. Potency, µM (series often up to 114 µM), for inactives: top-dose activity change, negative = inhibition, most hits filed as inhibitors. 390,000 tested, 1% active; note: % is set by controls: 0 for no effect and ±100 for the full control effect; nearly all actives have a fitted effect of over 65% in size
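Rat TrxR1 (90 nM in the dispensed reagent) was pre-reduced with 400 uM NADPH for 5 min at room temperature, then incubated with compound for 15 min. After 400 uM selenite was added, NADPH fluorescence (Ex 340/Em 450 nm) was followed for 8 min.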
RGS4 inh: Inhibitors of Regulator of G Protein Signaling (RGS) 4: qHTS | 390,000 tested, 0.039% active | Transcreener GDP fluorescence polarization, RGS4-accelerated GTP hydrolysis | Regulator of G-protein signaling 4 (Homo sapiens), P49798 | Potency, µM (top dose mostly 114 µM), for inactives: top-dose activity change, negative = inhibition, usual class: inhibitors | AID 504845, 2011; note: % is set by controls: 0 for no effect and ±100 for the full control effect; nearly all actives have a fitted effect of over 75% in size; some results filed as inactive show a strong effect at the top dose
Target sequence (P49798 whole entry, looked up): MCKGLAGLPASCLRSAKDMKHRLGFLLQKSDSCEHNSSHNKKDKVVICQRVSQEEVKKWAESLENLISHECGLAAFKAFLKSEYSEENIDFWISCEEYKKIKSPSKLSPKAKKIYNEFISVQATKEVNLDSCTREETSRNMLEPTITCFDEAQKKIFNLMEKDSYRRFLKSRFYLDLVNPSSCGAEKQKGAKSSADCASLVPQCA
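MLSMR compounds (23 nl, pin-transferred) preincubated 10 min at room temperature with a 500nM (2x) first reagent, then RGS4 at 900nM (2x) plus Transcreener GDP mix added; fluorescence polarization (620/688 nm) read before and after 90 min at 30 °C.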
Vif-APOBEC3G blk: qHTS for Inhibitors of Vif-A3G Interactions: qHTS. HeLa A3G-eYFP + Vif (tagged APOBEC3G with the HIV-1 protein that degrades it), YFP fluorescence, overnight. Potency, µM (doses to about 46.1 µM), without a hit: at the top dose activity, negative = active, most hits filed as inhibitors. 410,000 tested, 0.076% active. AID 602310, 2012;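 note: % is set by controls: 0 for no effect and ±100 for the full control effect; nearly all actives have a fitted effect of over 60% in size; hits raise eYFP signal because A3G escapes Vif-driven loss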
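HeLa cells stably expressing Vif and C-terminally eYFP-tagged A3G, seeded overnight at 37 deg C, then exposed to compound by pintool overnight at 37 deg C. Rise in yellow fluorescence (Ex 488/Em 500-530, Acumen) marks blocked Vif-driven A3G degradation.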
TrxR1 substrate: qHTS Assay for Substrates of Mammalian Selenoprotein Thioredoxin Reductase 1 (TrxR1): qHTS | 390,000 tested, 0.01% active | Thioredoxin reductase 1, cytoplasmic (Rattus norvegicus), O89049 | purified TrxR1 substrate turnover, NADPH consumption readout | AID 588456, 2011 | Potency, µM (series often up to 114 µM), for the others: at the top dose activity change, negative = substrate turnover; note: % is set by controls: 0 for no effect and ±100 for the full control effect; nearly all actives have a fitted effect of over 50% in size
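Rat TrxR1, dispensed at 90 nM, was prereduced with 400 uM NADPH (final) for 5 min at ~22 deg C, then incubated with compound 15 min before 400 uM selenite. A first-read NADPH fluorescence drop versus no-compound background flagged substrates.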
RXFP1 ag: qHTS Assay for Agonists of the Relaxin Receptor RXFP1 | Relaxin receptor 1 (Homo sapiens), Q9HBX9 | HEK293T-RXFP1 cAMP TR-FRET, 30 min; response scale: percent of porcine relaxin response, buffer zero | Potency, µM (doses to about 57.5 µM), for inactives: at the top dose activation, most hits filed as activators | 370,000 tested, 0.3% active; note: % is set by controls: 0 for no effect and ±100 for the full control effect; nearly all actives have a fitted effect of over 60% in size; many of its hits are not listed in these tables
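HEK293T cells stably expressing RXFP1 were pretreated with the PDE4 inhibitor Ro 20174, exposed to compounds for 30 min at 37C, lysed, and cAMP was read by TR-FRET. Data normalized to buffer (basal) and 29 nM porcine relaxin (100%).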
Vif-APOBEC3F blk: qHTS for Inhibitors of Vif-A3F Interactions: qHTS; HeLa A3F-eYFP + Vif (tagged APOBEC3F with the HIV-1 protein that degrades it), YFP fluorescence increase; Potency, µM (series often up to 46.1 µM), without a hit: at the highest dose activity, negative = active; 390,000 tested, 0.2% active; note: % of control where 0% means no effect; nearly all actives have a fitted effect of over 65% in size
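Fluorescence increase (Ex 488/Em 500-530) after overnight compound treatment at 37 deg C flags inhibition of Vif-driven A3F-eYFP loss in stable HeLa A3F-eYFP/Vif cells seeded overnight beforehand.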
12-LOX inh: Primary qHTS assay for inhibitors of human arachidonate 12S-lipoxygenase (ALOX12): Round 2; AID 1671190, 2021; Potency, µM (top dose mostly 108 µM), inactives show top-dose activity change, negative = inhibition, actives largely listed as inhibitors; Polyunsaturated fatty acid lipoxygenase ALOX12 (Homo sapiens), P18054; purified 12hLO, xylenol orange hydroperoxide absorbance; 580,000 tested, 1.1% active; note: % is set by controls: 0 for no effect and ±100 for the full control effect
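Hydroperoxide product was detected by ferrous iron/xylenol orange as the 573 to 405 nm absorbance ratio. Arachidonic acid at 40 uM (final) was turned over for 30 min at room temperature by 150 nM human 12hLO, pH 7.0 Hepes buffer, after 15 min compound preincubation.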
The depositor's hits bear a star; ? = inconclusive; nt = not tested or not shown; & = joins results of further samples; [ ] = dose if it differs, or a comment. Calls come from the whole dose curve; as a rule, active = well fitted curve in the direction sought with a large enough effect; inconclusive = small, poorly fitted or top-dose-only effect, or another doubt; inactive = no such curve, though single readings can be large; an effect the other way counts as inactive or inconclusive. Potency is the fitted concentration of half-maximal effect. The list is partial, so the mix of outcomes need not match the whole.

SMILES	USP1-UAF1 inh	IDH1 R132H inh	rTrxR1 inhibitor	RGS4 inh	Vif-APOBEC3G blk	TrxR1 substrate	RXFP1 ag	Vif-APOBEC3F blk	12-LOX inh
Cc1ccc(S(=O)(=O)NNC(=O)Nc2cccc3ccccc23)cc1	-14%	4%	-8%	9%	0%	-3%	-0.9%	-8%	1%
O=C(CCn1ccc2cc(S(=O)(=O)N3CCCC3)ccc21)NCc1cccc(F)c1	-10%&-3%	-8%&1%	11%&5%	-30%[56.9 µM]	-1%&4%	-5%&-4%	-4.1%&3.4%	0%&-4%	?
CCOC(=O)c1cnc2ccc(C(=O)OC)cc2c1Nc1ccccc1CC	-21%	2%	-1%	8%	0%	-8%	5.6%	-4%	-20%
COc1ccc(CC(=O)NNC(=O)c2ccncc2)cc1	-11%	1%	18%[57.1 µM]	-5%	0%	-2%[57.1 µM]	-0.5%	5%	3%
CC1CCCN(S(=O)(=O)c2ccc3c(c2)CCN3C(=O)CCC(=O)O)C1 (stereo not given)	8%	-22%	17%	-17%	-1%	4%	nt	-3%	-11%
CCOC(=O)C1CCN(S(=O)(=O)c2cc(F)ccc2OC)CC1	-10%	-1%	19%	28%	-1%	1%	0.5%	4%	-7%
CCc1ccc(CNC(=O)C(CC)n2ccc3cc(S(=O)(=O)N4CCCCC4)ccc32)cc1 (stereo not given)	-19%	-15%	46%[activator]	9%	1%	24%	0.7%	4%	4%
CCOc1ccc(NC(=O)CSc2nc3ccccc3c(=O)n2CCCC(=O)N2CCCC2)cc1	-21%	2%	-5%	-2%	-1%	-3%	2.0%	0%	-30%
O=C(O)CCCCCNc1nc2ncn(Cc3ccccc3)c2c(=O)[nH]1	-6%	1%	11%	-8%	1%	3%	-0.3%	-2%	?
CSCC[C@H](N)C(=O)NC[C@H]1O[C@@H](n2cnc3c(N)ncnc32)[C@H](O)[C@@H]1O	-21%	-17%	8%	2%	3%	1%	nt	4%	11%
COc1ccc(-c2c(NC(=O)c3ccco3)n(C)c3ccccc3c2=O)cc1	-2%	2%	-1%	19%	1%	-11%	0.5%	2%	14%
Cc1cccc(S(=O)(=O)NCCc2ccccc2)c1	3%	9%	9%[57.1 µM]	-1%	0%	3%	0.3%	-7%	-7%
Cc1ccc(CCN2CC(C(=O)NCCCOC(C)C)CC2=O)cc1 (stereo not given)	-14%	0%	10%	-14%	1%	5%	0.0%	-13%	-10%
Cc1nnsc1C(=O)N1CCCC(N2CCN(c3ccc(F)cc3)CC2)C1 (stereo not given)	-15%	2%	-3%	-17%	0%	0%	0.0%	3%	2%
N#Cc1cnc(Nc2ccc(F)cc2)nc1N	-12%	3%	12%[57.1 µM]	-15%	1%	0%[57.1 µM]	1.3%	-4%	55%[activator]
COc1ccc(NCC(=O)N/N=C/c2ccc3c(c2)OCCO3)cc1	-16%	6%	-2%	1%	4%	-5%	0.9%	-11%	?
Cc1ccc(NC(=O)CSCC#N)cc1	-4%	0%	29%	30%	1%	7%	0.2%	-6%	-10%
CC1(C)C2CCC1(C)C(NC(=O)COC(=O)c1ccc(S(C)(=O)=O)c([N+](=O)[O-])c1)C2 (stereo not given)	nt	nt	3.5µM*	-31%	?	-2%	nt	nt	nt
CCOc1ccccc1C(=O)NCc1ccc2c(c1)OCO2	-12%	3%	5%	-6%	-8%	2%	0.6%	-1%	0%
Cn1cccc1C(=O)Nc1nccs1	-9%	-2%	-3%[57.1 µM]	22%	0%	-6%[57.1 µM]	2.4%	4%	0%
CCOC(=O)c1csc(-c2csc(CCNC(=O)c3ccccc3)n2)n1	-22%	-4%	nt	nt	-1%	nt	nt	-1%	-11%
Cc1cccc(NC(=O)Nc2cccs2)c1C	-22%	nt	1%	4%	nt	4%	-0.6%	nt	-25%
COc1ccc(-c2nnc(NC(=O)c3ccc(S(=O)(=O)N4CCc5ccccc5C4)cc3)o2)cc1	-24%	2%	?	-35%	3%	-18%	1.3%	6%	nt
Cc1ccc(N2CC(C(=O)NCCc3ccc(S(N)(=O)=O)cc3)CC2=O)cc1 (stereo not given)	-11%	0%	17%	-12%	0%	8%	1.5%	-6%	-24%
CCCCCCCCCCCC(=O)c1c(O)cccc1O	-20%	9%	14%[57.1 µM]	-23%	2%	-8%[57.1 µM]	-2.4%	-23%	8%
SMILES	USP1-UAF1 inh	IDH1 R132H inh	rTrxR1 inhibitor	RGS4 inh	Vif-APOBEC3G blk	TrxR1 substrate	RXFP1 ag	Vif-APOBEC3F blk	12-LOX inh
Cc1ccc(OC(C)C(=O)N2CCN(CCc3ccncc3)CC2)cc1C (stereo not given)	-2%	3%	?	24%	2%	1%	1.0%	0%	-16%
O=C(NNc1nc2ccc(Cl)cc2s1)c1cc(-c2cccs2)nc2ccccc12	-22%	9%	25%	-19%	-22%	1%	4.8%	-12%	?
O=C1c2cccnc2C(Nc2ccc(Cl)cc2)N1Cc1cccs1 (stereo not given)	-1%	12%	16%[57.1 µM]	-21%	-3%	5%[57.1 µM]	0.0%	-13%	-3%
O=C(Nc1cccc(NC(=O)c2ccc(-c3ccc(Br)cc3)o2)c1)c1ccccc1	-16%	4%	-18%[57.1 µM]	-8%	-7%	79%[activator]	9.2%	-21%	2%
CN(C)CCCNCCCNC(=O)/C=N/O	-5%	7%	11%	4%	1%	11%	-1.4%	-1%	10%[57.4 µM]
COc1cccc(NC(=O)c2cccc(C(=O)Nc3cccc(OC)c3)c2)c1	-7%	-6%	12%[2.29 µM]	3%	1%	3%[57.1 µM]	?	8%	10%
COc1ccc(CCNC2CCC(c3ccccc3)CC2)cc1 (stereo not given)	-26%	4%	8%[57.1 µM]	-21%	0%	-8%[57.1 µM]	2.4%	-5%	0%
CN(CC(=O)Nc1cccc(F)c1)C(=O)c1cc(=O)[nH]c2ccccc12	-7%	-16%	-20%	17%	4%	1%	0.9%	-3%	?
CCCOc1ccc(N2CC(C(=O)Nc3ccccc3C(=O)NC)CC2=O)cc1 (stereo not given)	-24%	-5%	19%	15%	-5%	5%	-0.3%	-1%	4%
CCOc1cc(N2CCOCC2)c(OCC)cc1NC(=O)c1ccc2ccccc2n1	-5%	-7%	16%	-11%	2%	-3%	-0.7%	1%	?
O=C(NNC(=O)C(Cl)Cl)c1cnn(-c2ccccc2)c1C(F)(F)F	-15%	3%	-12%	10%	-1%	5%	1.3%	9%	209%[activator]
Cc1ccc(NC(=O)/C=C/c2ccc(S(=O)(=O)N3CCOCC3)cc2)cc1S(=O)(=O)N(C)C	-17%	4%	8%	-21%	4%	3%	nt	2%	422%[activator]
OC1CCCC1	-17%	3%	9%	-3%	1%	6%	1.0%	-1%	14%
CCn1c(-c2csc(-c3ccc(Cl)cc3)n2)n[nH]c1=S	-22%	2%	-3%	-14%	-9%	-4%	0.2%	-1%	1%

Arranged by value in USP1-UAF1 inh (largest number first): some entries from above.
Compound | USP1-UAF1 inh
CCOc1cc(N2CCOCC2)c(OCC)cc1NC(=O)c1ccc2ccccc2n1 | -5%
N#Cc1cnc(Nc2ccc(F)cc2)nc1N | -12%
Cc1ccc(CCN2CC(C(=O)NCCCOC(C)C)CC2=O)cc1 (stereo not given) | -14%

In the list so far, these have an aryl methoxy group:
SMILES	USP1-UAF1 inh	IDH1 R132H inh	rTrxR1 inhibitor	RGS4 inh	Vif-APOBEC3G blk	TrxR1 substrate	RXFP1 ag	Vif-APOBEC3F blk	12-LOX inh
COc1ccc(CC(=O)NNC(=O)c2ccncc2)cc1	-11%	1%	18%[57.1 µM]	-5%	0%	-2%[57.1 µM]	-0.5%	5%	3%
CCOC(=O)C1CCN(S(=O)(=O)c2cc(F)ccc2OC)CC1	-10%	-1%	19%	28%	-1%	1%	0.5%	4%	-7%
COc1ccc(-c2c(NC(=O)c3ccco3)n(C)c3ccccc3c2=O)cc1	-2%	2%	-1%	19%	1%	-11%	0.5%	2%	14%
COc1ccc(NCC(=O)N/N=C/c2ccc3c(c2)OCCO3)cc1	-16%	6%	-2%	1%	4%	-5%	0.9%	-11%	?
COc1ccc(-c2nnc(NC(=O)c3ccc(S(=O)(=O)N4CCc5ccccc5C4)cc3)o2)cc1	-24%	2%	?	-35%	3%	-18%	1.3%	6%	nt
COc1cccc(NC(=O)c2cccc(C(=O)Nc3cccc(OC)c3)c2)c1	-7%	-6%	12%[2.29 µM]	3%	1%	3%[57.1 µM]	?	8%	10%
COc1ccc(CCNC2CCC(c3ccccc3)CC2)cc1 (stereo not given)	-26%	4%	8%[57.1 µM]	-21%	0%	-8%[57.1 µM]	2.4%	-5%	0%
